LYP inh 2 – blocks human PTPN22 phosphatase activity; Q9Y2R2; recombinant LYP catalytic domain, DiFMUP fluorescence; inhibition, % at 2 µM; 0.21% of 96,000 active; AID 640;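 active means inhibition at 2 µM at or above a set limit, the screen mean plus 3 SD, cut at about 24% in these data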;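 further: 0% = DMSO with enzyme and 100% = enzyme fully blocked by orthovanadate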
CYP2C9 act – activators of human CYP2C9; P11712; recombinant CYP2C9, luciferin-H conversion, luminescence; active compounds read high; factor 1 = untreated enzyme, 0 = blocked; activation factor at 5 µM; 1.4% of 96,000 active;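 active means activation factor of 2 or more for CYP2C9 at a 5 µM dose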;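 further: 0 = sulfaphenazole-blocked wells and 1 = vehicle-only wells; values of inactives mirror those of a sister screen read the other way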
Target sequence (P11712 whole entry, looked up): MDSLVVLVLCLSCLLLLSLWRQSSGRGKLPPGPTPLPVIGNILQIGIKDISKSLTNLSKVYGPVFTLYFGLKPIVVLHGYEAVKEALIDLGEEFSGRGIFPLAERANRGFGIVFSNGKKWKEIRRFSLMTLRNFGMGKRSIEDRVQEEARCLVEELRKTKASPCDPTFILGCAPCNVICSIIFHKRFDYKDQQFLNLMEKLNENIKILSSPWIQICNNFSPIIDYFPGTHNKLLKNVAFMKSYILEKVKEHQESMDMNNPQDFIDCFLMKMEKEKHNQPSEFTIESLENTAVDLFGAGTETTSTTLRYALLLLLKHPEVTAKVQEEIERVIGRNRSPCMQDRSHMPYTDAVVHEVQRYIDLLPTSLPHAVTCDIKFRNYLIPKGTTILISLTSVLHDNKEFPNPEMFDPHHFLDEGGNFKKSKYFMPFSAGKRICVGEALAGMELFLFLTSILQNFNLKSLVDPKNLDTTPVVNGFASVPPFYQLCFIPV
Ecoli WT expand – blocks growth of wild type E. coli BW25113. OD600 absorbance. growth inhibition, % at 100 µM. 0.15% of 98,000 active. AID 710;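 active means growth inhibition above about 50% at one test dose, limit read from the data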;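 further: growth measured after 20 h incubation at 37 °C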
PTK2B oligo ant – Pyk2 (human) oligomerization antagonism. AID 1347419. Q14289. z-score (the deposit names both 25 µM and 10 µM). Q293 cells, Pyk2 FERM NanoBiT luminescence; active compounds read low. 0.83% of 99,000 active;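 active means Z-score of -3 or lower, scaled per plate to the spread of control and sample wells; inactive means z-score above -3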;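 further: negative z-score means lost luminescence so less FERM oligomerization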
hDAT+cocaine – modulates human dopamine transporter uptake under cocaine. LLC-PK1 hDAT cells, [14C]-dopamine uptake with cocaine IC80; actives deviate in either direction. B-score at 10 µM. 1.3% of 110,000 active;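 active means Z score or B-score, a plate-position-corrected score, falls beyond the plate's 99.7% confidence bounds, in either direction; inactive means both scores lie inside the 99.7% bounds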;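 further: scored against the spread of the other compound wells on the same plate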
Target sequence (Q01959 whole entry, looked up): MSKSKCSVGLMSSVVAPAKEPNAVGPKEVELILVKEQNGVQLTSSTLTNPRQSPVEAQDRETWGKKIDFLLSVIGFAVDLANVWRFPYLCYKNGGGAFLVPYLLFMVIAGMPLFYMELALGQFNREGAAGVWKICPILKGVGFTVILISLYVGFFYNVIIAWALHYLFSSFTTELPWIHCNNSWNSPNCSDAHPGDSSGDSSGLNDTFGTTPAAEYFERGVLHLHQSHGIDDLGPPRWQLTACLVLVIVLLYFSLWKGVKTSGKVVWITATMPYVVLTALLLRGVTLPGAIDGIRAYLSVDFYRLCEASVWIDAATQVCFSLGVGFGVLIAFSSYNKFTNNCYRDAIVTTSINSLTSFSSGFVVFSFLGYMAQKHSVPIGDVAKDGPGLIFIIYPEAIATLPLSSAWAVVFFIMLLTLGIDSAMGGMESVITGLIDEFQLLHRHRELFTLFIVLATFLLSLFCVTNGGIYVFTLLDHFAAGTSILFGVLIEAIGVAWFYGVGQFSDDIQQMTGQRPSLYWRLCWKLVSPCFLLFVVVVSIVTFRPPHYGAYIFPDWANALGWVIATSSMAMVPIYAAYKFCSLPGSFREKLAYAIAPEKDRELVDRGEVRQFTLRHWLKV
CYP2C9 inh – human CYP2C9 inhibition | P11712 | CYP2C9 Supersomes, luciferin-H conversion, luminescence | inhibition, % at 5 µM | 20% of 96,000 active | AID 777;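 active means blocking of liver enzyme CYP2C9 beyond about 50% at 5 µM, limit read from the data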; further: values of inactives mirror those of a sister screen read the other way
PostGolgi ctrl – growth of the yeast control strain, post-Golgi counter-screen. 5% of 98,000 active. inhibition, % at 10 µM. efflux-deficient yeast background strain, growth absorbance A615, 16 h
PostGolgi yeast – growth inhibition of a yeast mutant, post-Golgi transport screen. post-Golgi transport phenotypic cell assay. inhibition, % at 10 µM. 0.9% of 98,000 active. AID 739;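 further: yeast cells grown in 1536-well plates; yeast grown about 18 h at 30C before absorbance read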
PTPN22 act – activators of human LYP (PTPN22) phosphatase; 0.11% of 96,000 active; activation, % at 2 µM; Q9Y2R2; recombinant LYP, DiFMUP fluorescence; 0 = plate median, 100 = signal doubled; AID 697;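 active means activation at 2 µM above a set limit, the mean plus 5 SD, cut at about 37% in these data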
The depositor's hits bear a star. Unless noted, no stated cut-off is given here; in the data, active means inhibition above about 30%; inactive means the rest.

How did CN(C)S(=O)(=O)c1cccc(NC(=S)Nc2ccc(Cl)cc2Cl)c1 do in these assays?
LYP inh 2: 3; CYP2C9 act: 0.3; Ecoli WT expand: 24; PTK2B oligo ant: 0.96; hDAT+cocaine: 1.3; CYP2C9 inh: 67*; PostGolgi ctrl: 2; PostGolgi yeast: -5; PTPN22 act: -3

Results for O=C(CSc1nnc(COc2ccc3c(c2)CCCC3)o1)Nc1ccc(F)cc1 ?
LYP inh 2: -15; CYP2C9 act: 1.3; Ecoli WT expand: -7; PTK2B oligo ant: -0.3; hDAT+cocaine: -0.47; CYP2C9 inh: -26; PostGolgi ctrl: 17; PostGolgi yeast: -4; PTPN22 act: 10

How did Cc1ccc2nc3c(nc2c1)-c1ccccc1C3=O do in these assays?
LYP inh 2: 4; CYP2C9 act: 1; Ecoli WT expand: -7; PTK2B oligo ant: 0.14; hDAT+cocaine: -0.18; CYP2C9 inh: 4; PostGolgi ctrl: 17; PostGolgi yeast: 4; PTPN22 act: 0

What do the screens show for `COc1ccc(-n2ccc(-c3nn(-c4cccc(C(F)(F)F)c4)ccc3=O)n2)cc1`?
LYP inh 2: 0; CYP2C9 act: 0.2; Ecoli WT expand: 1; PTK2B oligo ant: -1.4; hDAT+cocaine: 0.068; CYP2C9 inh: 83*; PostGolgi ctrl: 31*; PostGolgi yeast: 7; PTPN22 act: 3

How did COc1ccc2[nH]c(=O)c3c(c2c1)OC(C)(C)C=C3 do in these assays?
LYP inh 2: 0; CYP2C9 act: 0.5; Ecoli WT expand: 6; PTK2B oligo ant: -0.39; hDAT+cocaine: -1; CYP2C9 inh: 48; PostGolgi ctrl: 8; PostGolgi yeast: 4; PTPN22 act: -2

Results for COc1ccc(OCCSc2nc(N)cc(N)n2)cc1 ?
LYP inh 2: 9; CYP2C9 act: 1; Ecoli WT expand: 19; PTK2B oligo ant: 0.5; hDAT+cocaine: 0.37; CYP2C9 inh: -3; PostGolgi ctrl: 13; PostGolgi yeast: -11; PTPN22 act: -6

How did CC(=Nc1ccccc1)c1sc2ccccc2c1O do in these assays?
LYP inh 2: 6; CYP2C9 act: 0.7; Ecoli WT expand: 3; PTK2B oligo ant: -0.05; hDAT+cocaine: 2.3*; CYP2C9 inh: 33; PostGolgi ctrl: 16; PostGolgi yeast: 4; PTPN22 act: -3

Results for Cc1ccc(S(=O)(=O)c2nc(S(C)(=O)=O)sc2NCC2CCCO2)cc1 (centres undefined) ?
LYP inh 2: -4; CYP2C9 act: 0.8; Ecoli WT expand: -5; PTK2B oligo ant: -1.4; hDAT+cocaine: 0.026; CYP2C9 inh: 18; PostGolgi ctrl: 19; PostGolgi yeast: 0; PTPN22 act: 2

What do the screens show for `CC(=O)c1ccc(S(=O)c2ccccc2)cc1` (centres undefined)?
LYP inh 2: -2; CYP2C9 act: 1.1; Ecoli WT expand: 0; PTK2B oligo ant: 1.4; hDAT+cocaine: -0.51; CYP2C9 inh: -11; PostGolgi ctrl: 7; PostGolgi yeast: 3; PTPN22 act: 8

How did Cc1ccccc1CSCCNC(=O)c1ccc(N(C)S(=O)(=O)c2ccccc2)cc1 do in these assays?
LYP inh 2: 4; CYP2C9 act: 0.1; Ecoli WT expand: -21; PTK2B oligo ant: -0.54; hDAT+cocaine: 0.92; CYP2C9 inh: 94*; PostGolgi ctrl: -7; PostGolgi yeast: -2; PTPN22 act: -5

Results for CC1(C)CC2CC(C)(CN2C(=O)COC(=O)c2cc(Cl)cc(Cl)c2N)C1 (centres undefined) ?
LYP inh 2: 13; CYP2C9 act: 1.3; Ecoli WT expand: -3; PTK2B oligo ant: -0.43; hDAT+cocaine: 2.5; CYP2C9 inh: -26; PostGolgi ctrl: 7; PostGolgi yeast: -9; PTPN22 act: -12

How did CC1(C(=O)CSc2ncn[nH]2)CCC(=O)O1 (centres undefined) do in these assays?
LYP inh 2: 1; CYP2C9 act: 1; Ecoli WT expand: 6; hDAT+cocaine: -0.76; CYP2C9 inh: -2; PostGolgi ctrl: 12; PostGolgi yeast: 1; PTPN22 act: -1

How did O=C(Nc1nc2nc(-c3ccccc3)cc(-c3ccccc3)n2n1)c1ccco1 do in these assays?
LYP inh 2: -8; CYP2C9 act: 0.6; Ecoli WT expand: 7; PTK2B oligo ant: -3.5*; hDAT+cocaine: 0.0085; CYP2C9 inh: 36; PostGolgi ctrl: 16; PostGolgi yeast: 4; PTPN22 act: 7

Results for COc1cccc(C(=O)N(Cc2nc(-c3cccc(C)c3)no2)C(C)C)c1OC ?
LYP inh 2: 4; CYP2C9 act: 0.2; Ecoli WT expand: 0; PTK2B oligo ant: -2; hDAT+cocaine: -0.014; CYP2C9 inh: 82*; PostGolgi ctrl: 14; PostGolgi yeast: -6; PTPN22 act: -3

How did COC(=O)c1sc2cc(C(F)(F)F)cnc2c1-c1cccnc1 do in these assays?
LYP inh 2: 5; CYP2C9 act: 0.5; Ecoli WT expand: 0; PTK2B oligo ant: -0.28; hDAT+cocaine: -0.34; CYP2C9 inh: 52*; PostGolgi ctrl: -3; PostGolgi yeast: 5; PTPN22 act: -2

How did O=C(CSc1nc(C2CC2)nc2ccccc12)N1c2ccccc2Sc2ccccc21 do in these assays?
LYP inh 2: 0; CYP2C9 act: 0; Ecoli WT expand: -17; PTK2B oligo ant: 0.18; CYP2C9 inh: 97*; PostGolgi ctrl: 18; PostGolgi yeast: 23; PTPN22 act: 2

How did Cc1cc(C)cc(OCC(=O)Nc2ccc(N3CCN(C(=O)c4ccco4)CC3)cc2)c1 do in these assays?
LYP inh 2: -2; CYP2C9 act: 0.7; Ecoli WT expand: -1; PTK2B oligo ant: -1.5; hDAT+cocaine: 1.8; CYP2C9 inh: 30; PostGolgi ctrl: -2; PostGolgi yeast: -2; PTPN22 act: 7

What do the screens show for `CC(=O)c1ccc(NC(=O)Nc2ccc3c(c2)N(C)C(=O)CS3)cc1`?
LYP inh 2: -14; CYP2C9 act: 0.9; Ecoli WT expand: -10; PTK2B oligo ant: -2.5; hDAT+cocaine: 0.4; CYP2C9 inh: 14; PostGolgi ctrl: 6; PostGolgi yeast: 11; PTPN22 act: 13

What do the screens show for `CN(CCCNC(=O)CN1C(=O)CC(C)(C)S(=O)(=O)c2ccccc21)C1CCCCC1`?
LYP inh 2: -4; CYP2C9 act: 0.9; Ecoli WT expand: -13; PTK2B oligo ant: 0.68; CYP2C9 inh: 10; PostGolgi ctrl: 7; PostGolgi yeast: -3; PTPN22 act: 5

What do the screens show for `Cc1c(C(=O)N2CCC(C)CC2)sc2ncnc(N(C)c3ccccc3)c12`?
LYP inh 2: -7; PTK2B oligo ant: -1.8; hDAT+cocaine: 1.8; PTPN22 act: 4

Entries from the list above that contain a furan ring, fused or not (2):
How did O=C(Nc1nc2nc(-c3ccccc3)cc(-c3ccccc3)n2n1)c1ccco1 do in these assays?
LYP inh 2: -8; CYP2C9 act: 0.6; Ecoli WT expand: 7; PTK2B oligo ant: -3.5*; hDAT+cocaine: 0.0085; CYP2C9 inh: 36; PostGolgi ctrl: 16; PostGolgi yeast: 4; PTPN22 act: 7

How did Cc1cc(C)cc(OCC(=O)Nc2ccc(N3CCN(C(=O)c4ccco4)CC3)cc2)c1 do in these assays?
LYP inh 2: -2; CYP2C9 act: 0.7; Ecoli WT expand: -1; PTK2B oligo ant: -1.5; hDAT+cocaine: 1.8; CYP2C9 inh: 30; PostGolgi ctrl: -2; PostGolgi yeast: -2; PTPN22 act: 7

Later entries.
Results for COc1ccc(Br)cc1/C=C/C(=O)Nc1c(C)cccc1C ?
LYP inh 2: -7; CYP2C9 act: 2.1*; Ecoli WT expand: -2; PTK2B oligo ant: -1.7; hDAT+cocaine: -0.11; CYP2C9 inh: -106; PostGolgi ctrl: 6; PostGolgi yeast: 8; PTPN22 act: 9

How did CCCCOC(=O)Nc1ccc(C(=O)OC)cc1 do in these assays?
LYP inh 2: -6; CYP2C9 act: 0.6; Ecoli WT expand: -6; PTK2B oligo ant: 0.34; hDAT+cocaine: 0.16; CYP2C9 inh: 38; PostGolgi ctrl: -1; PostGolgi yeast: 2; PTPN22 act: 2

How did COc1ccc(C(=O)n2nc(C)cc2C)cc1OC do in these assays?
LYP inh 2: -10; CYP2C9 act: 1.1; Ecoli WT expand: 2; PTK2B oligo ant: 0.09; hDAT+cocaine: 0.34; CYP2C9 inh: -12; PostGolgi ctrl: 5; PostGolgi yeast: -5; PTPN22 act: 4

Results for CCc1cc(C=NC2CCCCC2)c(O)s1 ?
LYP inh 2: -3; CYP2C9 act: 0.7; Ecoli WT expand: 8; PTK2B oligo ant: -0.33; CYP2C9 inh: 33; PostGolgi ctrl: -6; PostGolgi yeast: 1; PTPN22 act: 3

Results for CCCC1=C(C(=O)OCC)C(c2ccncc2)n2ncnc2N1 (centres undefined) ?
LYP inh 2: -3; CYP2C9 act: 0; Ecoli WT expand: 5; PTK2B oligo ant: 0.59; hDAT+cocaine: -0.13; CYP2C9 inh: 97*; PostGolgi ctrl: 3; PostGolgi yeast: -4; PTPN22 act: 4

What do the screens show for `Cc1cc2nnc(SCC(=O)N3CCN(c4ccccc4)CC3)n2c(N)n1`?
LYP inh 2: -8; CYP2C9 act: 0.9; Ecoli WT expand: 1; PTK2B oligo ant: 0.45; hDAT+cocaine: 0.0035; CYP2C9 inh: 8; PostGolgi ctrl: 10; PostGolgi yeast: -2; PTPN22 act: 10

What do the screens show for `CC(/C=N/Nc1nnc2c(n1)[nH]c1ccccc12)=C\c1ccco1`?
LYP inh 2: -7; CYP2C9 act: 1.1; Ecoli WT expand: -1; PTK2B oligo ant: -0.53; CYP2C9 inh: -5; PostGolgi ctrl: 0; PostGolgi yeast: 3; PTPN22 act: 9

How did CN(C1CCCCC1)S(=O)(=O)c1ccc2c(c1)c(=O)c(C(=O)NCCN1CCCC1)cn2C do in these assays?
CYP2C9 act: 1.1; Ecoli WT expand: -2; hDAT+cocaine: -0.37; CYP2C9 inh: -10; PostGolgi ctrl: 9; PostGolgi yeast: -9

What do the screens show for `O=C(Nc1ccc2nc(-c3cccs3)[nH]c2c1)c1ccco1`?
LYP inh 2: 6; Ecoli WT expand: -2; PTK2B oligo ant: 0.36; hDAT+cocaine: 0.013; PostGolgi ctrl: 0; PostGolgi yeast: 3; PTPN22 act: -5

Results for CCCCNC(=O)c1nc2ncc(Br)cn2n1 ?
LYP inh 2: -2; CYP2C9 act: 1; Ecoli WT expand: 10; PTK2B oligo ant: 0.05; hDAT+cocaine: 0.0014; CYP2C9 inh: 4; PostGolgi ctrl: 0; PostGolgi yeast: 6; PTPN22 act: -1

How did O=C(Cc1ccc(Br)cc1)NC1CCCCC1 do in these assays?
LYP inh 2: 0; CYP2C9 act: 1; Ecoli WT expand: -6; PTK2B oligo ant: -0.91; hDAT+cocaine: 0.43; CYP2C9 inh: -4; PostGolgi ctrl: 6; PostGolgi yeast: 7; PTPN22 act: 0

Results for CCN1C(=O)c2cccc3c(S(=O)(=O)NCCCN4CCOCC4)ccc1c23 ?
LYP inh 2: 4; CYP2C9 act: 0.5; Ecoli WT expand: 8; PTK2B oligo ant: 2.1; hDAT+cocaine: -0.81; CYP2C9 inh: 46; PostGolgi ctrl: 9; PostGolgi yeast: 3; PTPN22 act: -4

How did Cc1cccc(OCC(=O)Nc2ccc3c(c2)nc(CCN2CCN(C)CC2)n3C)c1 do in these assays?
LYP inh 2: -4; CYP2C9 act: 0.9; Ecoli WT expand: 10; PTK2B oligo ant: 0.38; hDAT+cocaine: 0.62; CYP2C9 inh: 7; PostGolgi ctrl: 0; PostGolgi yeast: 14; PTPN22 act: 3

Results for COCCSc1ccccc1C(=O)Nc1nncs1 ?
LYP inh 2: 7; CYP2C9 act: 1; Ecoli WT expand: -4; PTK2B oligo ant: -0.2; hDAT+cocaine: -1.3; CYP2C9 inh: -2; PostGolgi ctrl: 9; PostGolgi yeast: -5; PTPN22 act: -4

How did Cc1ccccc1CSCCNC(=O)CCSc1ccccc1 do in these assays?
LYP inh 2: 8; CYP2C9 act: 0.2; Ecoli WT expand: -2; PTK2B oligo ant: -0.39; hDAT+cocaine: 0.37; CYP2C9 inh: 76*; PostGolgi ctrl: 16; PostGolgi yeast: 1; PTPN22 act: -6

Compound activity (PubChem)
